influenza NS1A: NS1A inhibition, H1N1 influenza, cell based functional assay (AID 504329); 0.3% of 340,000 active; NS1A functional cell-based assay, percent inhibition; higher % means a stronger effect; inhibition, % at 12.5 µM; hits with a dose series show IC50 in µM; in the data active = a potency from the dose series; inconclusive = inhibition above about 27% without an active follow-up result; also: strong numbers were not always called active
M. tuberculosis: growth inhibition of non-replicating M. tuberculosis (AID 488890); Mycobacterium tuberculosis non-replicating, growth inhibition; higher % means a stronger effect; inhibition, % at 25 µM, or IC50 in µM where a hit was titrated; 0.39% of 320,000 active; in the data active = a potency from the dose series; inconclusive = inhibition mostly from about 82% at the one dose, without a potency; inactive = the rest, 99 in 100 with inhibition below about 76%;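 also: plate controls were DMSO cells for no effect and high antibiotic wells for full effect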
M. tuberculosis HTS: M. tuberculosis growth inhibition, HTS (AID 449762) | M. tuberculosis H37Rv growth inhibition, 7H9 media; higher % means a stronger effect | inhibition, % at 25 µM, or IC50 in µM where a hit was titrated | 0.59% of 330,000 active; in the data active = a potency from the dose series; inconclusive = inhibition above about 70% without an active follow-up result;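 also: bacterial growth assessed after seven days of incubation; strong numbers were not always called active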
VEEV TC-83 Vero: inhibitors of VEEV TC-83 cytopathic effect, confirmation, Vero cells (AID 588727); Vero cells, VEEV TC-83 cytopathic effect inhibition; higher % means a stronger effect; one-dose inhibition, % at 20 µM; IC50 in µM for titrated hits; 0.13% of 350,000 active; in the data active = a potency from the dose series; inconclusive = inhibition mostly from about 14% at the one dose, without a potency; inactive = the rest, 99 in 100 with inhibition below about 12%; also: strong numbers were not always called active
PhoP GFP inhibition: Inhibition of PhoP regulon, Salmonella typhi GFP reporter cells, confirmation, 4 h (AID 1850) | 0.33% of 310,000 active | one-dose inhibition, % at 50 µM; IC50 in µM for titrated hits | Salmonella Typhi PhoP-promoter GFP reporter, fluorescence, 4 h; higher % means a stronger effect; in the data active = a potency from the dose series; inconclusive = inhibition mostly from about 25% at the one dose, without a potency; inactive = the rest, 99 in 100 with inhibition below about 19%;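 also: 0% = induced wells with vehicle and 100% = uninduced wells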
VEEV TC-83 Vero 10K pilot screen: recorded beside VEEV TC-83 Vero, whose call it bears; inhibition, %; measured here: 10K pilot screen inhibition
The depositor's hits bear a star; i = inactive; ? = inconclusive; . = no result given.

Sample of the layout (two entries):
SMILES	influenza NS1A	M. tuberculosis	M. tuberculosis HTS	VEEV TC-83 Vero	PhoP GFP inhibition	others
COc1ccccc1C(=O)Nc1ccc(C(=O)N2CCCCC2)cc1	9.5%	20.6%	0.0%	8.9%	-5.4%
CCNC(=S)N(Cc1ccco1)Cc1cc2cc(OCC)ccc2[nH]c1=O	-3.8%	19.6%	4.9%	0.5%	0.8%

The whole of this part, from the first entry:
SMILES	influenza NS1A	M. tuberculosis	M. tuberculosis HTS	VEEV TC-83 Vero	PhoP GFP inhibition	others
COc1ccccc1C(=O)Nc1ccc(C(=O)N2CCCCC2)cc1	9.5%	20.6%	0.0%	8.9%	-5.4%
CCNC(=S)N(Cc1ccco1)Cc1cc2cc(OCC)ccc2[nH]c1=O	-3.8%	19.6%	4.9%	0.5%	0.8%
O=c1oc2ccccc2c(O)c1CN1CCCCC1	-5.5%	54.5%	-9.3%	2.6%	-1.4%
C/C=C(\C)C(=O)OC1[C@H](OC(C)=O)C2(CO)C(CC1(C)C)C1=CCC3C4(C)CCC(O[C@@H]5O[C@H](C(=O)O)[C@@H](O[C@@H]6O[C@H](CO)[C@@H](O)[C@H](O)[C@H]6O)[C@H](O)[C@H]5O[C@H]5O[C@H](CO)[C@@H](O)[C@H](O)[C@H]5O)[C@](C)(CO)C4CCC3(C)[C@]1(C)C[C@H]2O (stereo not given in full)	0.5%	.	.	i	.
N/C(=N\OC(=O)c1ccc(OCC(F)(F)F)nc1)c1ccc(Cl)cc1	-3.2%	30.4%	53.7%	0.4%	-3.5%
C=C(C)c1cccc(C(C)(C)NC(=O)NC2CCN(Cc3ccccc3)CC2)c1	7.3%	15.1%	2.5%	i	1.7%
CC(C)(C)C1CCC2(CC1)C(C#N)=C(SCC(=O)Nc1ccccc1)NC(=O)C2C#N (stereo not given)	-3.2%	38.2%	-3.7%	1.4%	-5.2%
CN(CC(=O)Nc1ccc(F)cc1)C(=O)CSc1nncs1	-6.7%	-2.0%	-6.1%	2.5%	-1.4%
Cc1ccc(NC(=O)CSc2nc(C)c(C)c(C)n2)c([N+](=O)[O-])c1	0.2%	33.2%	-1.5%	1.5%	-5.1%
Cc1ccc2[nH]cc(S(=O)(=O)c3ccc(F)cc3)c(=O)c2c1	-0.7%	1.4%	-11.9%	0.3%	-13.3%

The list goes on (2 carried over from the part before).
SMILES	influenza NS1A	M. tuberculosis	M. tuberculosis HTS	VEEV TC-83 Vero	PhoP GFP inhibition	others
Cc1ccc(NC(=O)CSc2nc(C)c(C)c(C)n2)c([N+](=O)[O-])c1	0.2%	33.2%	-1.5%	1.5%	-5.1%
Cc1ccc2[nH]cc(S(=O)(=O)c3ccc(F)cc3)c(=O)c2c1	-0.7%	1.4%	-11.9%	0.3%	-13.3%
COC(=O)c1ccc(C(=O)OC)c(NC(=O)C(C)(C)C)c1	11.8%	11.7%	-1.2%	0.9%	-2.5%
Cc1ccc2c(c1)cc(CN(Cc1ccc3c(c1)OCO3)C(=O)c1cnccn1)c1nnnn12	2.4%	9.2%	-3.9%	7.2%	-10.9%
CCOC(=O)C1CN(S(=O)(=O)c2ccc(C)cc2)c2ccccc2O1 (stereo not given)	3.6%	77.5%	4.2%	0.2%	1.7%
CCOC(=O)CCCCC(=O)c1[nH]c(=O)[nH]c1Cn1ccnc1	6.5%	4.7%	-4.7%	0.1%	11.2%
COc1cccc(OCC(O)CN2CCN(CCN3C(=O)c4cccc5cccc(c45)C3=O)CC2)c1 (stereo not given)	8.8%	?	35.9%	4.5%	-7.8%
O=C(Cn1nc(Cc2cccnc2)c2ccccc2c1=O)NCC1CCCO1 (stereo not given)	11.8%	-16.8%	-9.2%	0.9%	2.2%
CCOC(=O)c1ccc(CNC(=O)c2n[nH]c(=O)c3ccccc23)o1	-1.3%	-6.1%	4.3%	2.9%	-3.2%
Cc1ccc(NC(=O)Cc2nnc(SCC(=O)c3ccc(Br)cc3)n2C)cc1	5.3%	9.2%	-0.2%	i	-6.6%
O=C(Nc1c(Cl)cccc1Cl)c1cc(-c2ccco2)on1	-1.5%	?	?	1.5%	6.3%
Cn1cc(Br)c(C(=O)NC(=S)Nc2ccc(S(N)(=O)=O)cc2)n1	2.5%	66.4%	-3.8%	1.4%	0.6%	VEEV TC-83 Vero 10K pilot screen=2.3

Retrieved by compound from the entries so far, three records:
SMILES	influenza NS1A	M. tuberculosis	M. tuberculosis HTS	VEEV TC-83 Vero	PhoP GFP inhibition	others
O=c1oc2ccccc2c(O)c1CN1CCCCC1	-5.5%	54.5%	-9.3%	2.6%	-1.4%
Cc1ccc(NC(=O)Cc2nnc(SCC(=O)c3ccc(Br)cc3)n2C)cc1	5.3%	9.2%	-0.2%	i	-6.6%
O=C(Cn1nc(Cc2cccnc2)c2ccccc2c1=O)NCC1CCCO1 (stereo not given)	11.8%	-16.8%	-9.2%	0.9%	2.2%

The list goes on.
SMILES	influenza NS1A	M. tuberculosis	M. tuberculosis HTS	VEEV TC-83 Vero	PhoP GFP inhibition	others
Cc1noc(C)c1CSc1nnc2cc(C)c3ccccc3n12	.	-1.9%	-8.3%	.	1.0%
CC(C)OC(=O)Nc1ccc(Oc2c(F)c(F)c(F)c(F)c2F)cc1	-10.9%	7.2%	4.8%	i	5.3%
CCCc1nc(N2CCCC2)c(C#N)c2c1CCCC2	0.9%	22.6%	3.1%	i	-10.0%
Cn1c(N)c(C(=O)CSc2n[nH]c(N)n2)c(=O)n(C)c1=O	-0.9%	.	.	1.3%	.
CN(C)C(CNC(=O)c1cccs1)c1ccco1 (stereo not given)	1.3%	-5.5%	-0.3%	0.5%	.
C[C@@]12C(=O)N(CC3CCCO3)CC(=O)N1[C@H]1c3cc(Cl)ccc3OC[C@@H]1[C@@H]2c1ccccc1 (stereo not given in full)	-14.1%	22.9%	2.9%	5.4%	.
CC(NC(=O)CCCCCCN1C(=O)c2ccccc2C1=O)c1ccc2c(c1)CCCC2 (stereo not given)	1.2%	?	1.8%	0.9%	-6.9%
CSc1ccc(NC(=O)Nc2cccn(Cc3ccccc3F)c2=O)cc1	-3.8%	50.6%	0.8%	0.3%	-10.2%
O=c1[nH]c(=O)n(CCc2ccc(F)cc2)c(O)c1C=NCCCn1ccnc1	3.6%	11.3%	2.0%	0.2%	1.2%
CCN(CC)S(=O)(=O)c1cc(C(=O)OCC(=O)Nc2cccc(S(=O)(=O)N(C)C)c2)ccc1F	10.4%	4.9%	-11.3%	i	-2.9%
CCCCNC(=O)OC1CCS(=O)(=O)C1 (stereo not given)	13.8%	1.0%	-6.8%	i	-0.9%
COc1ccc2c(c1)nc(NCCO)n2C	-5.8%	3.1%	35.2%	0.2%	3.0%
COCCn1c(SCC(=O)N2CCCC2=O)nc2sc(C)c(C)c2c1=O	-11.6%	-6.7%	-6.2%	1.5%	-2.1%
CC1=C(C(=O)OC(C)C)[C@]2(C(=O)N(CC(N)=O)c3ccccc32)C(C#N)=C(N)O1	7.2%	-16.6%	-7.1%	1.3%	-7.5%
O=C(/C=C\c1cn(-c2ccccc2)nc1-c1cccs1)N1CCOCC1	3.3%	3.9%	4.0%	4.9%	-25.6%
COc1ccc(-n2nc([N+](=O)[O-])c(=NCCc3ccc(C)cc3)n2O)cc1	-5.7%	74.3%	27.8%	3.7%	5.6%
Cn1cc(SCC(=O)N2CCN(c3ccccc3)CC2)c2ccccc21	6.4%	-9.5%	-2.4%	4.0%	-5.4%
Cc1nc2ccccc2n2c(O)c(CC(=O)O)cc12	6.8%	-3.3%	-8.2%	0.8%	-32.0%
CC(NC(=O)c1ccc(NC(=O)CC2SC(N3CCCC3)=NC2=O)cc1)c1ccc(S(N)(=O)=O)cc1 (stereo not given)	-1.8%	-4.7%	0.3%	2.2%	-2.9%
CCn1c(SCCOc2ccc(OC)cc2)nnc1C(CO)NC(=O)c1ccc(OC)cc1 (stereo not given)	2.2%	27.9%	-4.5%	1.5%	-10.8%
COc1cccc(CC(C(=O)Nc2cc(C)ccc2C)c2nn[nH]n2)c1OC (stereo not given)	-1.6%	4.9%	-4.5%	5.8%	-9.9%
O=C1c2ccccc2C(=O)N1CCCCn1c(=O)oc2ccccc21	-0.9%	-13.7%	-0.3%	i	-0.6%
CN(Cc1nc(-c2cccs2)no1)CC(O)c1ccccc1 (stereo not given)	-40.5%	48.8%	0.5%	0.6%	5.9%
CC1CCCCC1NC(=O)/C(C#N)=C/c1ccc(F)c(F)c1 (stereo not given)	-3.3%	59.2%	-6.8%	1.4%	2.4%
COc1ccc(N(CC(=O)NC2CCCCCC2)S(=O)(=O)c2ccccc2)cc1Cl	-8.9%	0.3%	11.1%	2.6%	5.9%
O=CNCC(=O)NC1CCCCCC1	-2.6%	-7.8%	2.2%	0.2%	7.1%
Cc1ccc(C(=O)COC(=O)CCN2C(=O)C3C4CCC(C4)C3C2=O)cc1[N+](=O)[O-] (stereo not given)	0.9%	14.3%	-12.5%	1.5%	-8.2%
COc1ccc(C2=Nn3c(nnc3-c3cc(C)[nH]n3)SC2)cc1	-1.0%	-2.9%	-2.8%	5.1%	-1.3%
Cc1cccc(NS(=O)(=O)c2ccc(C3CCCCC3)cc2)c1	2.9%	-7.1%	4.5%	i	2.0%
O=C(O)C(C/C(=N/O)c1ccc(Br)cc1)P(=O)(c1ccccc1)c1ccccc1 (stereo not given)	3.9%	4.3%	4.8%	1.1%	0.6%
O=C(N[C@@H]1CCC(=O)N(CC[C@H](Sc2ccccc2)c2ccccc2)CC1)OCc1ccccc1	-72.8%	22.8%	-2.9%	i	9.5%
CCN(CC)S(=O)(=O)c1ccc(Cl)c(C(=O)NC2CCCC2)c1	10.6%	12.7%	3.4%	0.9%	0.2%
COc1ccc(NC(=O)CCN2CCN(Cc3ccccc3)CC2)c(OC)c1	-10.4%	-4.2%	-3.6%	i	-10.6%
O=C(CNC(=O)c1ccc(Br)o1)NCc1cccc(Cl)c1	-3.5%	-3.3%	1.2%	2.5%	-6.2%
O=C(C1CCN(Cc2ccc(OCc3ccccc3)cc2)CC1)N1CCCC1	1.8%	13.4%	-4.2%	0.5%	-8.0%
O=C(NNC(=S)Nc1ccccc1)c1cccs1	3.5%	-8.8%	3.6%	0.5%	-9.2%
Fc1cccc(NC(=S)N2CCCCC2)c1	1.1%	4.8%	-3.7%	0.8%	0.6%
CCSc1nc2ccccc2n1CC(=O)N1CCCCC1	-0.1%	0.6%	0.6%	0.4%	-4.4%
CC1CCCC(C)N1/N=C/c1ccccc1C(=O)O (stereo not given)	-5.1%	-7.7%	3.4%	2.0%	-2.1%
COc1cccc(NC(=O)CN(C)C(=O)c2ccc(NS(=O)(=O)c3ccc(F)cc3)cc2)c1	-9.2%	9.8%	-3.1%	5.0%	.
O=C(Nn1c(C2CCCCC2)nc2ccccc2c1=O)c1ccc([N+](=O)[O-])cc1	-11.8%	61.6%	5.6%	0.3%	-0.5%

Assay outcomes: PubChem, Southern Research Specialized Biocontainment Screening Center
